Bioassay records from PubChem BioAssay.
IDE act: human IDE activators in live cells, primary screen, fluorescence polarization, HEK cells, FAbeta-B substrate. FAbeta-B cleavage; 0% vehicle, 100% cell-free pure enzyme wells. activation, % at 5.96 µM. AID 493087, 2011. hit rate 0.073% among 340,000;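 active = activation above the mean of all tested compounds plus 3 SD, set per screening campaign, cut at about 17% in these data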
Target sequence (P14735 whole entry, looked up): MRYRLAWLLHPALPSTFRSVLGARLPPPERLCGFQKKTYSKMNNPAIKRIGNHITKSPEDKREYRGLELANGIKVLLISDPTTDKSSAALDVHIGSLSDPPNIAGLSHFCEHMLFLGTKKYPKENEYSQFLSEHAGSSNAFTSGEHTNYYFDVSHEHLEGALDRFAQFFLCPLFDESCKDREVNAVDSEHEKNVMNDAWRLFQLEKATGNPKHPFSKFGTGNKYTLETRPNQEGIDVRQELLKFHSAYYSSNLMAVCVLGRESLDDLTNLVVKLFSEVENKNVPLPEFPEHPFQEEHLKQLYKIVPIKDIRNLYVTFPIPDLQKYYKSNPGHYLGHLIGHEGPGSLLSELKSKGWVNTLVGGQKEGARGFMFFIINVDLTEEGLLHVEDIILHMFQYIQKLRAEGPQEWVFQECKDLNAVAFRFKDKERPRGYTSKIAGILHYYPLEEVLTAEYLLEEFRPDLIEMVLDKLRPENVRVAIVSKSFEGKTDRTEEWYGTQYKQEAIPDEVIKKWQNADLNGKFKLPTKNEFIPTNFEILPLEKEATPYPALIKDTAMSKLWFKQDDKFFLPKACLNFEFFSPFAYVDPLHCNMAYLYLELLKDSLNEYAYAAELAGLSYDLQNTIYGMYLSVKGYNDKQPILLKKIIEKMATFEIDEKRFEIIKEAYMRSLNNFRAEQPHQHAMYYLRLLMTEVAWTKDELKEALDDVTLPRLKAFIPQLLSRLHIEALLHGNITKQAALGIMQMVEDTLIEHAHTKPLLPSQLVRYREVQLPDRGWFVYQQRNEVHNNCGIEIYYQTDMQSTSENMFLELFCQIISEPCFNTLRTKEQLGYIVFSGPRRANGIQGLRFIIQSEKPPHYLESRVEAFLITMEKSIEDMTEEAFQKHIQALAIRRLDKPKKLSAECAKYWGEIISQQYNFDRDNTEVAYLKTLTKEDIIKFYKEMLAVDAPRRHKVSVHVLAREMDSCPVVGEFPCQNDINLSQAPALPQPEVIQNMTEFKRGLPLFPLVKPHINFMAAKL
p-CIP stab down: p/CIP-EGFP fusion destabilizers, primary screen, fluorescence, F442A cells; AID 1984, 2009; hit rate 0.01% among 290,000; Q05BA5; decrease of EGFP signal, % at 10 µM; 16 h;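 active = EGFP signal decrease of at least 30% at 10 µM or well 3 SD below plate mean, unless failing retest; inactive = the rest, including hits failing retest or dose response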; note: some compounds called inactive have numbers as strong as hits; many of its hits are not listed in these tables
CRFR2-BP antag: antagonists of CRF-BP/CRF-R2 complex, primary screen, cell-based, HEK293, calcium dye fluorescence, uHTS. inhibition, % at 11.8 µM. AID 588475, 2011. CRF-induced calcium fluorescence. hit rate 0.59% among 350,000;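 active = inhibition of the ligand-induced calcium signal above about 50% at the single tested concentration, limit read from the data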
SUMO HTRF inh: inhibitors of in vitro SUMOylation cascade, primary screen, biochemical, HTRF, uHTS. HTRF SUMOylation assay, SAE1/SAE2 + UBC9. hit rate 0.36% among 290,000. SUMO-conjugating enzyme UBC9 (Homo sapiens), P63279. inhibition, % at 35 µM; in the data active = inhibition above about 50%, passing the limit was not always enough; note: strong numbers were not always called active
IMP-1 inh: IMP-1 metallo-beta-lactamase inhibitors, primary screen, biochemical, epi-absorbance readout, Pseudomonas aeruginosa enzyme; hit rate 0.45% among 290,000; purified IMP-1, nitrocefin hydrolysis, epi-absorbance fluorescence; AID 1556, 2009; inhibition, % at 5.6 µM;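 active = inhibition above the mean plus 3 SD of all compounds in the same screening run, cut at about 4.5% in these data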;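 note: 0% = IMP-1 with DMSO and 100% = DMSO wells lacking enzyme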
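Test system: recombinant IMP-1 enzyme, purified / Medium: HEPES buffer pH 7.1 with ZnSO4 and Brij 35 / Doses: single dose, 5.6 µM / Times: 25 °C, 15 min preincubation, 25 min reaction / Detection: Epi-absorbance via hydrolysed-nitrocefin quenching of white-plate fluorescence, 480/530 nm, EDTA stop / Evaluation: percent inhibition from optical density relative to buffer-blank wells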
VIM-2 inhibitor: VIM-2 metallo-beta-lactamase inhibitors, primary screen, biochemical, epi-absorbance readout, Pseudomonas aeruginosa enzyme | purified VIM-2, nitrocefin hydrolysis, epi-absorbance fluorescence | inhibition, % at 5.6 µM | hit rate 0.89% among 290,000 | AID 1527, 2009;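 active = inhibition above the mean of all tested compounds plus 3 SD, cutoff set per screening run, cut at about 7.5% in these data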;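 note: red hydrolysis product quenches plate fluorescence so inhibitors raise well fluorescence; 0% = enzyme with DMSO and 100% = DMSO without enzyme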
IDE cell inh: human IDE inhibitors in live cells, primary screen, fluorescence polarization, HEK cells, FAbetaB substrate. FAbetaB cleavage. inhibition, % at 5.59 µM. hit rate 0.41% among 320,000. AID 434962, 2010;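 active = percent inhibition above the average of all tested compounds plus 3 SD, set per screening campaign, cut at about 16% in these data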;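 note: IDE supplied by intact live HEK cells; FP after avidin binding of uncleaved biotin substrate so inhibition keeps polarization high; 0% = DMSO wells and 100% = 60 µM reference IDE inhibitor Ii1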
GalR3 antagonist: GalR3 antagonists in HEK293 cells, primary screen, cell-based, fluorescence readout. Galanin receptor type 3 (Homo sapiens), O60755. HEK293 GalR3-CNG cAMP membrane potential fluorescence; galR3 body fused to GalR1 C-terminus. inhibition, % at 3 µM. hit rate 0.44% among 360,000. AID 651719, 2012;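 active = inhibition above the screen-wide average plus 3 SD, cut at about 13% in these data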;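 note: forskolin and galanin both at EC90 stimulate the cells; cAMP rise reported by CNG channel membrane potential dye signal; 0% = forskolin plus galanin with DMSO and 100% = forskolin alone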
NS3 helicase inh: inhibitors of HCV NS3 helicase, primary screen, biochemical, Cy5 molecular beacon fluorescence | NS3 helicase DNA unwinding | inhibition, % at 10.9 µM | hit rate 0.56% among 290,000;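 active = inhibition above the mean of all tested compounds plus 3 SD, set per campaign, cut at about 35% in these data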;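 note: 0% = DMSO wells and 100% = thioflavine S control wells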
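test system = hepatitis C virus NS3 helicase domain fragment enzyme | reagent = annealed dual-labelled DNA beacon duplex, ATP-started | times = 1 h at 25 °C | detection = Cy5 fluorescence, 0 and 60 min reads | read-out basis = percent inhibition from t60/t0 fluorescence ratio | control set = DMSO and thioflavine S | replication = one well per compound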
* hit, by the source's call; · = not tested or not shown.

molecule	IDE act	p-CIP stab down	CRFR2-BP antag	SUMO HTRF inh	IMP-1 inh	VIM-2 inhibitor	IDE cell inh	GalR3 antagonist	NS3 helicase inh
Cc1cc(C)n(CC(=O)NC2C(=O)N3C(C(=O)O)=C(CSc4nnc(C)s4)CSC23)n1 (stereo not given)	-2.9	0.7	0.8	8.6	0.8	0.7	0.5	-1.4	6.2
COc1ccc(OC)c(-c2cc(C(=O)Nc3c(C)nn(Cc4ccccc4)c3C)no2)c1	5.0	4.2	23.6	-34.9	-1.0	-0.8	0.6	4.9	-5.7
CCCn1nc(-c2ccccc2)c2nc3ccccc3nc21	·	-48.7	-42.7	26.8	-1.4	-2.1	3.8	-0.8	6.5
COc1cccc2cc(C(C)N(CCCN3CCOCC3)C(=S)Nc3ccc(C)c(C)c3)oc12 (stereo not given)	1.3	-6.6	-23.6	1.6	-3.7	-3.0	2.4	5.0	19.3
CC(C)(C)n1cnc2cc(NCc3ccccc3O)ccc21	5.3	-8.1	-32.5	14.3	-1.9	-2.2	-5.3	-9.0	3.9
CC(C)n1cnnc1SCC(=O)Nc1cccnc1Cl	5.1	·	10.1	·	·	·	10.6	-1.9	·
CCOC(=O)/C(C(N)=NC)=C(\O)c1ccccc1	-1.6	5.6	-8.9	16.1	-2.7	-2.3	0.8	0.9	0.7
O=C(O)c1ccc(-n2cc(-c3cc4ccccc4oc3=O)[nH]c2=S)cc1	-12.1	16.5	21.9	27.7	-1.2	-0.4	·	-6.8	8.3
Cc1oc(C(C)(C)C)cc1C(=O)Nc1cccc(/C=C\C(=O)O)c1	-1.4	11.2	24.4	-1.2	-2.8	-2.5	-2.5	-4.9	26.4
COc1ccccc1CNS(=O)(=O)N(C)C	4.4	-20.9	8.3	21.4	-3.2	-2.0	-5.2	1.3	8.2
O=C(C[n+]1ccc(Cc2ccccc2)cc1)Nc1ccccc1	4.9	8.2	5.5	4.0	-1.6	-2.3	-0.3	2.3	-31.2
Cc1nnc2ccc(N3CCCC3)nn12	-1.5	-1.5	2.4	-4.9	-3.3	-1.2	3.1	-0.2	2.4
O=C1Nc2ccccc2N=C(c2ccccc2)C1N1CCOCC1 (stereo not given)	-0.1	6.7	1.1	8.3	0.1	-0.4	-4.0	0.2	7.8
O=C(Nc1ccc2c(c1)OCO2)C(c1ccccc1)N1CCCCC1 (stereo not given)	4.2	-7.1	16.6	6.0	·	·	-0.7	3.2	·
Cc1cc(Cl)ccc1NC(=O)CN1C(=O)NC2(CCCC2)C1=O	3.1	-14.2	-3.5	-7.2	-1.6	-4.3	4.3	-7.4	3.4
CCCCC1(C)NC(=O)N(CC(=O)Nc2ccc(Cl)cc2C)C1=O (stereo not given)	5.5	·	-7.8	·	·	·	1.9	0.3	·
Cc1cccc(C)c1NC(=O)C(c1ccccc1)N1CCOCC1 (stereo not given)	5.2	-15.1	-14.8	7.1	-0.9	-1.4	3.0	-0.5	-2.2
CCN=C1S/C(=C\c2ccc(-c3cccc(C(=O)O)c3)o2)C(=O)N1CC	4.1	-17.9	12.0	28.1	-0.8	-3.7	1.6	·	17.2
CCc1ccc2[nH]c(=O)c(CN(CCN(CC)CC)C(=O)NC3CCCCC3)cc2c1	6.1	-2.8	-8.3	3.7	·	·	5.9	-7.9	·
Cc1cc(NC(=O)NN2CCOCC2)nn1-c1c(Cl)cccc1Cl	3.5	-7.1	4.2	7.3	-3.1	-2.7	0.9	4.3	9.2
O=C(CSc1nnc2c(n1)[nH]c1ccccc12)Nc1ccc(S(=O)(=O)Nc2ncccn2)cc1	-0.2	8.6	5.4	10.3	-1.5	-1.6	·	-5.7	3.8
Nc1ccc(Sc2cc(Cl)nc(N)n2)cc1	·	2.7	·	-0.4	-3.1	-0.3	5.9	·	1.8
O=C(NCC1CCCCC1)c1cc([N+](=O)[O-])ccc1Cl	3.5	-5.5	10.1	-3.1	-2.6	-2.0	1.8	-7.1	-14.1
COc1ccc(OC)c(C2=NOC(C(=O)Nc3cc(C)nn3-c3ccccc3)C2)c1 (stereo not given)	-1.8	-4.5	11.3	-4.5	-2.7	-2.4	1.9	·	-3.0
O=C(COC(=O)c1cccc([N+](=O)[O-])c1)NCc1ccc2c(c1)OCO2	0.1	3.4	30.2	-12.7	-3.5	-1.5	8.4	-0.5	0.9
C/C(CC(=O)N1CCN(C=O)CC1)=N\NC(=O)c1ccc(Br)cc1	4.4	-23.5	-3.0	12.8	-4.5	-4.5	4.9	-0.9	7.1
COc1cccc2cc(C(=O)C3=C(O)C(=O)N(CCN4CCOCC4)C3c3cccc(Cl)c3)oc12 (stereo not given)	-1.9	2.3	-1.7	6.6	-4.5	-1.3	0.0	-3.1	18.8
Cn1c(SCn2nnc3ccccc3c2=O)nc2ccccc2c1=O	·	-1.7	·	21.0	-0.7	-4.1	1.7	·	-14.1
O=C(Nc1ccc(F)cc1)C1CCCN(S(=O)(=O)c2cccc3nonc23)C1 (stereo not given)	-0.8	-2.9	-6.2	-8.5	-4.2	-0.8	-0.6	-7.5	3.4
O=C(O)CC(C(=O)O)N1C(=O)/C(=C/c2ccc(-c3nc4ccccc4s3)o2)SC1=S (stereo not given)	-14.2	0.3	53.4*	3.3	5.6*	-1.4	6.7	-1.6	66.9*

Profiles, quoted from the list. Order of values: IDE act	p-CIP stab down	CRFR2-BP antag	SUMO HTRF inh	IMP-1 inh	VIM-2 inhibitor	IDE cell inh	GalR3 antagonist	NS3 helicase inh
CC(C)(C)n1cnc2cc(NCc3ccccc3O)ccc21 across the screens: 5.3	-8.1	-32.5	14.3	-1.9	-2.2	-5.3	-9.0	3.9
Cc1nnc2ccc(N3CCCC3)nn12 across the screens: -1.5	-1.5	2.4	-4.9	-3.3	-1.2	3.1	-0.2	2.4

(further entries)
molecule	IDE act	p-CIP stab down	CRFR2-BP antag	SUMO HTRF inh	IMP-1 inh	VIM-2 inhibitor	IDE cell inh	GalR3 antagonist	NS3 helicase inh
CN(C)C(=O)c1cccn1-c1ncc(C(F)(F)F)cc1Cl	0.3	-1.4	14.0	2.8	-0.4	-0.2	2.1	-1.1	2.6
O=C(Nc1nnc(S(=O)(=O)N2CCOCC2)s1)c1cccc(F)c1	1.4	-2.2	43.9	11.9	-4.6	-3.7	-0.9	·	-1.6
Cc1ccc(C(C(=O)NCc2ccc(F)cc2)N(CCCO)C(=O)C2COc3ccccc3O2)o1 (stereo not given)	9.8	-1.0	4.5	15.5	0.1	-1.4	4.7	-5.7	2.8
CCC(=Nc1ccc(Cc2ccncc2)cc1)c1c(O)n(C)c(=O)n(C)c1=O	4.8	-2.2	-33.4	12.4	-0.2	2.2	·	-1.4	5.3
Cc1occc1C(=O)NNC(=O)c1cccc(F)c1	6.1	-26.7	6.3	0.1	-2.2	-0.3	0.3	-1.2	11.2
COc1ccc(C(=O)NC2CC2)cc1OC1CCN(Cc2cnn(C)c2)CC1	-1.8	-58.0	-2.2	6.8	-0.7	-0.9	4.3	-0.9	0.2
O=C(CNCCO)N1N=C(c2cccs2)CC1c1cccs1 (stereo not given)	2.0	0.0	2.6	5.6	-2.0	-2.5	-1.0	1.0	-11.9
C/C(=N\NC(=O)c1ccccc1F)c1cccc(NC(=O)c2ccc(C)cc2)c1	-5.4	-2.5	-5.1	5.2	-1.8	-1.6	-0.5	-0.8	-4.2
COc1ccccc1OCc1ccc(C(=O)n2nc(C)c(Cl)c2C)o1	-6.0	20.3	29.4	-25.4	-3.5	-6.8	2.9	2.5	-4.3
COc1ccc(NC2CCCN(C(=O)CSc3ccncc3)C2)cc1 (stereo not given)	3.1	-17.5	-20.8	0.1	-6.2	-2.8	9.1	1.0	7.0
COc1ccc(C(=O)Nc2ccc3c(c2)nc2n3CCSC2)cc1	-4.0	-14.3	-4.9	-2.4	-1.6	0.8	6.1	1.5	-3.8
O=S(=O)(Cc1ccccc1)C1CCCCC1O (stereo not given)	7.9	-3.7	12.3	-3.3	-3.0	-2.8	11.4	-8.5	5.3
CCCCCn1c(SCC(=O)CC(=O)OCC)nc2cc(C(=O)N3CCC(C(N)=O)CC3)ccc2c1=O	-6.0	1.8	-0.9	4.4	-3.5	-4.9	6.9	-3.2	11.2
CCOc1cccc(C(=O)Nc2nccs2)c1	1.2	3.1	23.1	16.3	2.1	-3.7	2.9	-5.1	0.8
CN(C)CC(C)(C)CNc1ccc(S(=O)(=O)N2CCCC2)cn1	2.2	·	12.1	·	·	·	-1.0	-3.8	·
Cc1cccc(-n2c(Cc3cc(=O)[nH]c(=O)[nH]3)nnc2SCC(=O)N2CCc3ccccc32)c1	-0.1	-4.3	-12.7	17.2	-1.4	-0.4	-2.5	-0.8	1.4
CCCOc1ccc(C2c3c(oc4ccccc4c3=O)C(=O)N2CCCN2CCOCC2)cc1 (stereo not given)	-2.2	-4.5	0.2	22.9	-0.4	-0.9	-0.2	-8.5	-7.0
O=C(CCS(=O)(=O)Cc1ccccc1)Nc1nncs1	6.9	13.6	1.2	-14.1	-3.1	-2.3	1.9	-7.8	3.0
CCN(c1ccccc1)S(=O)(=O)c1ccc(C(=O)Nc2ncccc2C)cc1	2.3	·	7.2	·	·	·	6.9	-4.2	·
CC(=O)N1CCc2cc(S(=O)(=O)NCCC(=O)N3CCc4ccccc4C3)ccc21	0.7	-12.0	13.9	-10.3	-2.5	-1.4	0.8	·	0.9
Cc1ccc(S(=O)(=O)N2CCC(C(=O)OCC(=O)N(CC(C)C)C3CCS(=O)(=O)C3)CC2)cc1C (stereo not given)	5.3	-8.4	5.6	1.0	-2.0	-0.8	-5.6	-2.2	-6.3
O=C(Nc1ccc2c(c1)OCO2)C1CCN(C(=O)c2cccs2)CC1	-1.9	-4.1	-0.8	10.3	-2.3	-0.6	·	0.7	-8.3
Cc1ccc(N2C(=O)C3C(C2=O)N2CCCN2C3c2ccccc2)cc1C (stereo not given)	-5.1	-6.7	8.6	4.5	-1.8	-1.8	-2.4	2.0	19.2
CCN(CC)S(=O)(=O)c1ccc(NC(=O)c2ccc(N(C)S(C)(=O)=O)cc2)cc1	5.5	3.8	-24.2	16.7	-3.4	-3.0	1.5	103.4*	0.6

Look-ups from the list.
Cc1ccc(N2C(=O)C3C(C2=O)N2CCCN2C3c2ccccc2)cc1C (stereo not given) @ NS3 helicase inh: 19.2
CC(=O)N1CCc2cc(S(=O)(=O)NCCC(=O)N3CCc4ccccc4C3)ccc21 @ CRFR2-BP antag: 13.9
O=C(CCS(=O)(=O)Cc1ccccc1)Nc1nncs1 @ CRFR2-BP antag: 1.2
